CDK5 p35 inh: inhibitors of human CDK5/p35 kinase, primary screen, biochemical, single concentration. Cyclin-dependent kinase 5 (Homo sapiens) + Cyclin-dependent kinase 5 activator 1 (Homo …. Recombinant CDK5/p35, ADP-Glo luminescence, 60 min. inhibition, % at 10 µM. 330,000 compounds, 0.01% hits. AID 488839, 2010;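 active = highest replicate inhibition of at least 50% and at least 75% of replicates reaching 50%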;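 also: plate controls were DMSO neutral control for no effect and GW8510 at 10 µM for full effect; many of its hits are not listed in these tables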
RTF Ca sens act: cardiac RTF calcium sensitivity activators, primary screen, biochemical, IANBD-TnC fluorescence, EC20 calcium. Troponin I, cardiac muscle (Homo sapiens) + Troponin T, cardiac muscle (Homo sapiens) + …. IANBD-labeled TnC RTF fluorescence at EC20 calcium; 0% EC20 calcium, 100% full calcium. activation, % at 7.2 µM. 340,000 compounds, 0.24% hits. AID 493008, 2010;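 active = activation above the mean over all tested compounds plus 3 SD, cut at about 30% in these data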;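 also: rise in fluorescence read as greater calcium sensitivity of cardiac thin filaments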
dFosB activator: activators of delta FosB homodimer, primary screen, biochemical, fluorescence polarization, TAMRA-CDK5 oligo, single point; activation, % at 25 µM; 340,000 compounds, 0.99% hits; AID 493131, 2011; purified delta FosB; percent of positive-control signal above neutral wells;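 active = mean activation above about 17%, with every replicate also reaching it, limit read from the data, passing the limit was not always enough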;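 also: fluorescence polarization rise as delta FosB binds a TAMRA Cdk5 AP-1 oligo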
Target sequence (P13346 whole entry, looked up): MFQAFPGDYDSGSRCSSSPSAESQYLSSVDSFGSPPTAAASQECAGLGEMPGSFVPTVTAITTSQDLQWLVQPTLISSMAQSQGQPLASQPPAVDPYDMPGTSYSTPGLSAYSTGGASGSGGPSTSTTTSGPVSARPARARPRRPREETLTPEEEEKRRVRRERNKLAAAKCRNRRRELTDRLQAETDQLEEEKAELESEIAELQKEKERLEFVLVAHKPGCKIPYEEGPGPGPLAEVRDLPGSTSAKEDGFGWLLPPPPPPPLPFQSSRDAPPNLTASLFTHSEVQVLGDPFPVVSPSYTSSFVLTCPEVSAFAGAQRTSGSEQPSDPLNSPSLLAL
Wnt act: Wnt/beta-catenin pathway activators, primary screen, cell-based, plate reader, single point; activation, % at 9.35 µM; 300,000 compounds, 1.2% hits; Wnt/beta-catenin reporter cell assay, activator; in the data active = activation above about 30%, passing the limit was not always enough;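 also: 0% = neutral control wells and 100% = positive control wells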
CAL PDZ FP-1: untagged CAL PDZ binding inhibitors, primary screen, biochemical, fluorescence polarization, HTS. purified CAL PDZ, TMR-peptide fluorescence polarization, 1 h. inhibition, % at 24.9 µM. 300,000 compounds, 0.92% hits. AID 602252, 2012;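 active = mean inhibition of at least 30% with at least half of replicates also reaching 30%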;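 also: 0% = DMSO neutral control and 100% = excess unlabeled competitor peptide PRC23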
MITF TRPM1 HTS: activators of MITF-driven TRPM1 promoter reporter, primary screen, cell-based, SK-MEL-5, luciferase, single point | 300,000 compounds, 0.75% hits | AID 588334, 2011 | SK-MEL-5 TRPM1-promoter luciferase, 24 h; % of positive control, neutral wells = 0 | activation, % at 12.5 µM;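 active = mean activation of at least 80% with every replicate also reaching 80%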;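 also: 0% = neutral control wells and 100% = parthenolide positive control wells; values of inactives mirror those of a sister screen read the other way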
V-ATPase pH: regulators of yeast V-ATPase proton pumping, primary screen, pHLuorin cytosolic pH fluorescence | S. cerevisiae | response, % at 10 µM | 350,000 compounds, 0.37% hits; in the data active = response mostly above about 7.3%, no sharp cut-off; inactive = mostly below about 5.4%; also: actives read high; inactives centre near 0; some compounds called inactive have numbers as strong as hits
Tat export inh: E. coli Tat export inhibitors, primary screen, MC4100, TorA-mCherry reporter, fluorescence, single point; inhibition, % at 10 µM; 340,000 compounds, 0.036% hits;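 active = mean replicate inhibition at least 50% and at least half of replicates individually reaching 50%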;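 also: exported cargo escapes ClpAP degradation while cytoplasmic cargo is degraded and loses fluorescence; 0% = median of neutral control wells and 100% = median of NaSCN control wells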
Rtt109 HAT inh: inhibitors of C. albicans Rtt109/Vps75 HAT, primary screen, biochemical, ThioGlo CoA-SH fluorescence, plate reader; Histone acetyltransferase RTT109 (Candida albicans (strain SC5314 / ATCC MYA-2876)), …; purified Rtt109/Vps75, 4 h; inhibition, % at 34.9 µM; 330,000 compounds, 0.16% hits; AID 540336, 2011;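 active = inhibition of at least 50% in every replicate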
Target sequence (Q5AAJ8 whole entry, looked up): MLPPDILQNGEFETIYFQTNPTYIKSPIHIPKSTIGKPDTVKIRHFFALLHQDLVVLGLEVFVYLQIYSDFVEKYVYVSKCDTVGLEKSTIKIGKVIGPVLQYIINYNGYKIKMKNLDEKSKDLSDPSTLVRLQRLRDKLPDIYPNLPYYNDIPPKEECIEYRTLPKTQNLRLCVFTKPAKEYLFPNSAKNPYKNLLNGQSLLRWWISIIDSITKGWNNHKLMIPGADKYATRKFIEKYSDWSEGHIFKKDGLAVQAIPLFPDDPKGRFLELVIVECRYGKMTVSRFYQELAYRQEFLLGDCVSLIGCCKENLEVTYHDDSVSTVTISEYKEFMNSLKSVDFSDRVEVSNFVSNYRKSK
CAL PDZ FP-2: CAL PDZ peptide-binding inhibitors, primary screen, biochemical, fluorescence polarization, Cer-tagged CAL PDZ, HTS; 330,000 compounds, 0.02% hits; inhibition, % at 20 µM; purified CAL PDZ, TMR-peptide fluorescence polarization, 1 h; Golgi-associated PDZ and coiled-coil motif-containing protein (Homo sapiens), Q9HD26; AID 504414, 2011;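 active = highest replicate inhibition of at least 40%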;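 also: plate controls were DMSO neutral control wells for no effect and unlabeled competitor peptide control wells for full effect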
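Material – purified CerCALP PDZ construct · Detection – FP readout, S and P plane fluorescence · Measure – percent inhibition from loss of millipolarization · Controls – unlabelled peptide for full inhibition, DMSO wells as neutral · Probe or stimulus – TMR-labelled reporter peptide T*-PRC34 bound in PDZ groove · Times – 1 h at RT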
Numbers without * were called inactive; x = no result given. This is a random part of the collection. About 4.1% of those tested had a hit in this group.

CDK5 p35 inh,RTF Ca sens act,dFosB activator,Wnt act,CAL PDZ FP-1,MITF TRPM1 HTS,V-ATPase pH,Tat export inh,Rtt109 HAT inh,CAL PDZ FP-2,SMILES
-0.2,0,-2,-1,-2,-1,0,1,-3,-1.8,CC(C)C(=O)NCc1cc(-c2ccccc2)no1
-1.1,-4,-4,-8,2,-81,-5,-8,18,-1.7,Cc1nnc(NC(=O)c2nc(S(=O)(=O)Cc3ccccc3C)ncc2Cl)s1
0.1,-1,-2,x,x,17,2,-2,-7,0.3,CC(CC(=O)Nc1cc(C(F)(F)F)ccc1Cl)c1ccccc1 (stereo unspecified)
0.3,1,-1,0,-4,-9,2,-20,-2,-2.6,COCC1CCN(C(=O)CCc2nnc(CCCCc3ccccc3)o2)CC1
x,-5,-1,-4,-1,0,1,5,1,-2.5,Cc1ccccc1NC(=O)CN1C(=O)CSc2ccc(S(=O)(=O)N3CCCC3)cc21
0.4,4,-3,6,-2,1,11,-6,-5,0.8,O=c1[nH]c2ccccc2nc1/C=C(\O)C1CC1
-0.6,3,-9,-1,0,-1,-3,2,23,-1.1,CCOc1ccc(CCNC(=O)c2nnc(CS(=O)(=O)c3ccccc3)o2)cc1OCC
-0.2,-5,-4,17,-1,-2,-3,3,1,-2.3,COc1ccc(/C=N/Nc2nc(N)cc(Cl)n2)cc1OC
2.2,1,-2,-1,-2,15,3,9,-4,-0.1,COc1ccc(NC(=O)C2CCCN(c3cc(C)nc4ncnn34)C2)cc1 (stereo unspecified)
-0.2,3,-19,-4,0,-7,3,6,-2,-2.7,Clc1ccccc1CSc1nnc(Cn2cnc3ccccc32)n1-c1ccccc1
-0.2,-4,0,-5,-1,15,4,-5,-5,-3.1,Cc1noc(/C=C/c2ccccc2F)c1S(=O)(=O)N1CCC(C(=O)N2CCN(C)CC2)CC1
-0.3,-4,1,0,x,-9,0,-8,4,-1.8,COc1ccccc1N1CCN(C(=O)C2Cc3ccccc3CN2C(=O)c2ccco2)CC1 (stereo unspecified)
-2.4,5,-4,9,0,-12,-3,-4,-5,-1.9,COc1cc2c(cc1NC(=O)C(C)OC(=O)c1ccc(S(=O)(=O)Nc3ccccc3Cl)cc1)oc1ccccc12 (stereo unspecified)
2.1,4,-14,3,0,-10,0,2,1,-0.5,CCc1nnc(NC(=O)Cc2ccc(OCc3c(C)noc3C)cc2)s1
0.0,-1,1,x,-4,3,1,-10,-7,0.8,COc1ccc2c(c1OC)C(=O)N1c3cccc(Cl)c3C(=O)OC21 (stereo unspecified)
0.1,-4,-4,x,0,-11,0,1,11,-0.8,Cc1ccccc1C(C(=O)NCc1ccccc1)N(Cc1ccco1)C(=O)c1ccccn1 (stereo unspecified)
-0.5,2,-3,8,-4,73,7,10,-24,-0.8,CCCCNc1c(-c2ccc(-c3ccc(OC)cc3)c(OC)c2)nc2ccccn12
-0.2,-2,4,-12,1,-22,0,1,-4,1.0,CCCn1c(NC(=O)C2COc3ccccc3O2)nc2ccccc21 (stereo unspecified)
-1.3,4,2,-4,-1,10,1,8,-1,0.0,O=C(COc1ccc(Cl)cc1)OCC(=O)N1CCCCCC1
0.2,-4,-3,2,x,17,0,0,2,-0.1,CCOC(=O)C1CCCCN1Cc1ccc(-c2ccccc2)cc1 (stereo unspecified)
1.2,-2,-9,0,1,3,-1,2,-5,-1.9,Cc1ccc(N(C)C(=O)CCNC(=O)Cn2cnc3ccccc3c2=O)cc1C
2.8,0,-8,1,-10,x,-2,1,-4,-2.7,C=CCn1c(SCc2ccccc2)nc2c1c(=O)[nH]c(=O)n2C
-2.5,8,3,-1,-2,x,-3,2,1,-0.4,COC(=O)c1sccc1NC(=S)N1CCCCC1C (stereo unspecified)
-0.7,2,-10,5,-2,6,3,7,7,-0.4,Cc1cc(C)n(CCc2nc(-c3cc4ccccc4o3)cs2)n1
-0.7,-1,-5,0,1,-2,-3,3,1,-0.8,CC(C)(C)OC(=O)N1CCC(C(=O)N[C@H](C(=O)O)c2ccccc2)(c2ccccc2)CC1
-1.8,0,0,-22,-2,-71,-5,-3,-4,-0.7,N#CC(C#N)=C1C=CC=CN1/C(=C\c1ccco1)C(=O)c1ccc(-c2ccccc2)cc1
0.1,-1,-7,1,-5,-8,0,-8,x,-0.3,Cc1ccc(S(=O)(=O)N2CCC(C(=O)NNC(=O)c3ccncc3)CC2)cc1
-1.0,3,0,x,-1,2,1,-1,5,1.3,COC(=O)C1ON2OC(C(=O)OC)C(C(=O)OC)C2C1CC(C)=O (stereo unspecified)
0.0,1,1,-1,x,-1,2,0,20,-0.3,Cc1ccc(CN2CCNC(=O)C2CC(=O)O)o1 (stereo unspecified)
-1.9,9,-6,0,-1,-1,6,8,-1,-0.4,CCNC(=S)NNC(=O)C1CCN(Cc2ccccc2)CC1
1.4,-6,-20,22,0,57,4,17,5,-2.3,Cc1nc2ccc(NC(=O)c3cc(Cl)ccn3)cc2s1
-0.1,5,-14,x,-3,x,-38,6,-1,-3.7,COc1ccccc1NC(=O)c1sc2nc(-c3ccco3)ccc2c1N
-0.4,7,1,1,-2,-1,0,-3,-12,1.6,CC1COc2ccccc2N1C(=O)c1ccc(Cl)cc1 (stereo unspecified)
0.8,-7,-1,x,6,1,2,2,16,-0.2,CC(NC(=O)C1CCCN1S(=O)(=O)c1cccc2nsnc12)c1ccccc1 (stereo unspecified)
-1.8,-5,-5,7,4,-8,-2,0,47,-2.4,COc1ccc(NC(=O)N2c3ccc(OC)cc3C(C)=CC2(C)C)cc1
-5.2,-4,2,-2,-4,-4,-2,-5,-3,-0.8,CNC(=O)C12CCC(C)(c3nc4cc(C)c(C)cc4nc31)C2(C)C (stereo unspecified)
-0.4,2,-5,x,-1,-11,-2,-8,-15,3.7,CN1c2ccccc2C(C)(C)C12C=Nc1c(ccc3ccccc13)O2 (stereo unspecified)
-0.4,1,1,x,-5,2,0,0,-5,-1.6,Cc1ccc(C2N(c3ccccc3)C(=S)N3CCCN23)cc1 (stereo unspecified)
0.2,-5,-8,-2,x,7,-7,6,3,0.5,CN(Cc1ccccc1)C(=O)COC(=O)c1ccccc1Nc1ccccc1
0.9,-4,1,7,-2,-4,5,4,-2,1.6,CCOC(=O)C(NC(=O)CC)(Nc1ccc(S(=O)(=O)Nc2cc(C)on2)cc1)C(F)(F)F (stereo unspecified)

5 entries from above, bar-delimited:
mol | CDK5 p35 inh | RTF Ca sens act | dFosB activator | Wnt act | CAL PDZ FP-1 | MITF TRPM1 HTS | V-ATPase pH | Tat export inh | Rtt109 HAT inh | CAL PDZ FP-2
Cc1nc2ccc(NC(=O)c3cc(Cl)ccn3)cc2s1 | 1.4 | -6 | -20 | 22 | 0 | 57 | 4 | 17 | 5 | -2.3
CNC(=O)C12CCC(C)(c3nc4cc(C)c(C)cc4nc31)C2(C)C (stereo unspecified) | -5.2 | -4 | 2 | -2 | -4 | -4 | -2 | -5 | -3 | -0.8
Cc1ccc(C2N(c3ccccc3)C(=S)N3CCCN23)cc1 (stereo unspecified) | -0.4 | 1 | 1 | x | -5 | 2 | 0 | 0 | -5 | -1.6
COc1ccc(NC(=O)N2c3ccc(OC)cc3C(C)=CC2(C)C)cc1 | -1.8 | -5 | -5 | 7 | 4 | -8 | -2 | 0 | 47 | -2.4
CN1c2ccccc2C(C)(C)C12C=Nc1c(ccc3ccccc13)O2 (stereo unspecified) | -0.4 | 2 | -5 | x | -1 | -11 | -2 | -8 | -15 | 3.7

Continuation:
CDK5 p35 inh,RTF Ca sens act,dFosB activator,Wnt act,CAL PDZ FP-1,MITF TRPM1 HTS,V-ATPase pH,Tat export inh,Rtt109 HAT inh,CAL PDZ FP-2,SMILES
-0.9,-9,-12,x,-4,17,-1,1,5,1.4,Cc1ccc(N2CCN(C(=O)CNS(=O)(=O)c3ccc(Br)s3)CC2C)cc1 (stereo unspecified)
0.1,-3,-6,-2,-1,2,1,-7,-15,0.5,O=C(CSc1ccccc1)Nc1cccc(S(=O)(=O)N2CCOCC2)c1
-0.6,0,-9,-3,-4,-3,-4,-4,-1,-0.6,O=C(NCC(c1ccccc1Cl)N1CCCC1)C1CCN(C(=O)Nc2ccccc2)CC1 (stereo unspecified)
1.0,1,-2,3,-3,-6,4,0,3,-1.1,CCn1c(=O)cc(OCC(=O)NCCCN2CCN(c3cccc(Cl)c3)CC2)c2ccccc21
-0.2,-1,4,1,-2,-7,-1,-7,-7,-1.2,Cc1noc(C)c1S(=O)(=O)Nc1ccc(C#N)cc1
-1.5,4,-5,0,-2,-1,-2,-4,-10,-1.1,O=C(Nc1ccc(C(=O)N2CCCC(CO)C2)cc1)c1ccc(Br)o1 (stereo unspecified)
x,-3,-4,x,3,8,1,0,2,-1.7,COc1ccc(C(=O)/C=C/c2ccc(OC3CSC3)cc2)cc1OC
-7.4,-3,6,3,10,-3,-2,2,-11,0.4,O=C(CCCCCN1C(=O)CCC1=O)Nc1ncn[nH]1
x,-2,-6,-4,-3,10,3,-7,-2,-1.4,Cc1ccc(NC(=O)CSc2nnc(-c3cnccn3)n2C)cc1C
-3.3,4,-2,0,0,8,0,-3,10,-0.4,CN(C)CCn1c(=S)[nH]c2ncccc2c1=O
0.0,-1,2,-1,-4,x,1,0,1,-0.1,Fc1ccc(CN2CCCCCCC2)c(F)c1
-2.4,8,-5,-4,3,-4,2,-11,5,0.2,CCOC(=O)c1c(CC(C)C)csc1/N=C/C1C(=O)CCCC1=O
0.9,-8,13,70*,-3,16,6,-2,6,-3.2,COc1cc(SC)ccc1C(=O)Nc1ncc(Cl)cc1Cl
-1.8,28,-3,-1,-2,0,1,8,20,-2.0,Cn1cccc1/C=C1\SC(=S)N(CC(=O)O)C1=O
-0.9,-2,-12,2,0,-2,-1,-5,-3,-1.0,COc1ccc(OC)c(NC(=O)CSc2nccn2Cc2ccco2)c1
2.2,6,0,9,-1,11,-1,-2,-2,-1.6,O=C(NNC(=O)c1ccncc1)Nc1cc(Cl)ccc1Cl
0.2,-1,-3,x,-4,x,3,-1,6,1.8,CN1C2=C(C#N)C(c3ccccc3)(C(F)(F)F)NC(=O)N2c2ccccc21 (stereo unspecified)
-1.4,7,-10,-5,-1,-7,-1,-9,-7,-1.6,Cn1c(=O)cc(OCC(=O)NCCCN2CCN(c3ccccc3F)CC2)c2ccccc21
-1.1,1,-6,-4,2,13,0,-5,-4,-1.9,O=C(CS(=O)(=O)c1ccccc1)Nc1nc(-c2ccc(F)cc2)cs1
0.6,-6,-11,-1,-4,-1,-7,0,14,-1.5,CC(C)CCNC(=O)C1CCN(S(=O)(=O)c2ccc(-n3cnnn3)cc2)CC1

Screening results: PubChem BioAssay, several laboratories
